Assay outcomes deposited in PubChem by National Center for Advancing Translational Sciences (NCATS).
SMN2 splice enh: qHTS Assay for Enhancers of SMN2 Splice Variant Expression | HEK293 SMN2-luciferase splicing reporter, luminescence, 30-36 h | Potency, µM (doses to about 46.1 µM), without a hit: at the top dose activity change, positive = activation, usual class: activators | 210,000 tested, 2.8% active; further: % of control where 0% means no effect; nearly all actives have a fitted effect of over 55% in size
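HEK293 cells carry an SMN2 […]–luciferase reporter in which exon 7 inclusion puts luciferase in frame. Cells were plated 10-12 h before compound addition, then incubated 30-36 h at 37C. ONE-Glo luminescence was read; sodium butyrate at 4.5 mM final served as control.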
RECQ1 inh: qHTS Assay for Inhibitors of RecQ-Like Dna Helicase 1 (RECQ1) | 240,000 tested, 0.54% active | RECQ1 DNA unwinding, red fluorescence kinetic read | ATP-dependent DNA helicase Q1 (Homo sapiens), P46063 | Potency, µM (series often up to 57.3 µM), for inactives: top-dose activity, negative = inhibition, hits mostly inhibitors;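 further: plate controls were vehicle for no effect and no enzyme for full effect; nearly all actives have a fitted effect of over 30% in size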
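50 nM RECQ1T1 preincubated 15 min with compound in Tris pH 8.0 buffer with MgCl2, DTT, Tween-20 and 2.5 ug/ml poly(dI-dC); started with 200 nM TAMRA/BHQ-2 forked duplex and 2 mM ATP. Unwinding read as fluorescence (525/598 nm), two reads 2 h apart.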
Tau fibril ThT: qHTS for Inhibitors of Tau Fibril Formation, Thioflavin T Binding; Microtubule-associated protein tau (Homo sapiens), P10636; recombinant tau K18 P301L (four-repeat tau fragment), heparin-induced fibrillization, ThT fluorescence; Potency, µM (series often up to 57.4 µM), without a hit: at the highest dose activity, negative = inhibition, usual class: inhibitors; 270,000 tested, 2.1% active; further: on the % scale 0 is the no-effect control and ±100 the full control effect; nearly all actives have a fitted effect of over 55% in size
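Aggregation was driven by heparin (20 uM final) acting on recombinant tau […] bearing P301L in 100 mM sodium acetate pH 7; fibrils were detected with Thioflavin T.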
L3MBTL1 inh: qHTS Assay for the Inhibitors of L3MBTL1. AlphaScreen L3MBTL1–H3K9me1 peptide binding. 230,000 tested, 0.66% active. AID 485360, 2010. Potency, µM (top dose mostly 57.1 µM), without a hit: top-dose activity, negative = inhibition, actives largely listed as inhibitors; further: on the % scale 0 is the no-effect control and ±100 the full control effect; nearly all actives have a fitted effect of over 60% in size
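First, the protein-peptide complex forms for 30 min at room temperature (L3MBTL1 50 nM, biotinylated H3K9me1 peptide 75 nM). Next, compounds are pin-transferred and incubated 30 min. Finally, AlphaScreen beads are added and read after 30 min.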
ALDH1A1 block: qHTS Assay for Inhibitors of Aldehyde Dehydrogenase 1 (ALDH1A1) | Aldehyde dehydrogenase 1A1 (Homo sapiens), P00352 | 220,000 tested, 7.3% active | Potency, µM (doses to about 75.3 µM), inactives show at the highest dose activity, negative = inhibition, hits mostly inhibitors | Purified ALDH1A1, NADH fluorescence, propionaldehyde substrate; active means well fitted inhibition curve with a large enough effect, not every such curve was filed as active; inconclusive means small, poorly fitted or top-dose-only effect, or another doubt; inactive means no such curve, though single readings can be large or run the other way;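 further: plate controls were no enzyme wells and a reference inhibitor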
Target sequence (P00352 whole entry, looked up): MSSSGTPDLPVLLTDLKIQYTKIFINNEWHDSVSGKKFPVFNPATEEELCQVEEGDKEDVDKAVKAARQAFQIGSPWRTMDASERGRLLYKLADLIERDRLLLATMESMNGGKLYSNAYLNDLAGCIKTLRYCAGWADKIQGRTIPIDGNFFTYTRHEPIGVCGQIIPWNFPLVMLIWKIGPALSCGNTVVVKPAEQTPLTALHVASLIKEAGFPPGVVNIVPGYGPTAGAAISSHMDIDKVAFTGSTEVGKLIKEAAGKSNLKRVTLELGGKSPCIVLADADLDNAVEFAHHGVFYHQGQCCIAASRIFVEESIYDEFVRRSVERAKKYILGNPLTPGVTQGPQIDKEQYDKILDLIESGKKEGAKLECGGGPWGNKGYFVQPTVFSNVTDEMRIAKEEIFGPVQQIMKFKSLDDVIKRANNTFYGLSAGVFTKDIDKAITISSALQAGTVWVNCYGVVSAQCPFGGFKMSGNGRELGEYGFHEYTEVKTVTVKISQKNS
KinaseGlo FLuc: Counterscreen for Luciferase (Kinase-Glo TM) Inhibition | Kinase-Glo luciferase, ATP luminescence, 8 min | Potency, µM (top dose mostly 38.3 µM), inactives show at the top dose activity change, negative = inhibition, most hits filed as inhibitors | 200,000 tested, 0.28% active | AID 1379, 2008; further: on the % scale 0 is the no-effect control and ±100 the full control effect; nearly all actives have a fitted effect of over 60% in size
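Light output from Kinase-Glo luciferase with luciferin and 10 uM ATP in 50 mM imidazole pH 7.2, KCl, MgCl2, Tween 20, BSA; compound pin-delivered, 8-min ambient incubation, then luminescence read.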
KDM4E inh: qHTS Assay for Inhibitors of Human Jumonji Domain Containing 2E (JMJD2E); Lysine-specific demethylase 4E (Homo sapiens), B2RXH2; JMJD2E catalytic domain, FDH-coupled NADH fluorescence (FDH is formaldehyde dehydrogenase); Potency, µM (series often up to 57.1 µM), inactives show at the highest dose activity change, negative = inhibition, usual class: inhibitors; 230,000 tested, 1.6% active; AID 2147, 2009; active means well fitted inhibition curve with a large enough effect, not every such curve was filed as active; inconclusive means small, poorly fitted or top-dose-only effect, or another doubt; inactive means no such curve, though single readings can be large or run the other way;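 further: 0% = wells with enzyme and -100% = buffer wells without enzyme; nearly all actives have a fitted effect of over 50% in size; many of its hits are not listed in these tables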
Target sequence (B2RXH2 1-337 limits assumed): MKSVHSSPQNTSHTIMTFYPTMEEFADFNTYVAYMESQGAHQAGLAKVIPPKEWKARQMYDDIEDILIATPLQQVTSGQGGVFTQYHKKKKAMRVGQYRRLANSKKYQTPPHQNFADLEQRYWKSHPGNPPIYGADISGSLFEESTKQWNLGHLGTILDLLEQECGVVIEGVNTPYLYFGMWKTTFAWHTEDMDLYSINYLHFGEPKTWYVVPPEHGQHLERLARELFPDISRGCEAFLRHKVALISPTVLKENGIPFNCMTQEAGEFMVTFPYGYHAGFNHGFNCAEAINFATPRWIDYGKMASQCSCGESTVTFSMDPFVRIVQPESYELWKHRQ
LMNA splice mod: qHTS Assay for Modulators of Lamin A Splicing. 200,000 tested, 0.01% active. Potency, µM (titrated, usually from 46.1 µM), for the others: top-dose ratio change, negative = inhibition, actives largely listed as inhibitors. HeLa LMNA splicing GFP/RFP minigene ratio, 48 h; active means well fitted inhibition curve with a large enough effect in the signal ratio, with a control signal flat, not every such curve was filed as active; inconclusive means small, poorly fitted or top-dose-only effect, or effect the other way, or a change in a side signal; the % refers to the signal ratio; further: on the % scale 0 is the no-effect control and ±100 the full control effect
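S3 HeLa cells stably expressing lamin A-EGFP splicing minigene plus DsRed2, 600 cells/well, 48 h compound exposure at 37C. Laser-scanning cytometry; analysed as GFP (500-530 nm)/RFP (575-640 nm) total intensity ratio; 0.5% DMSO vehicle.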
Starred values were filed as active, the others as inactive; i = inactive; ? = inconclusive; . = no result given; [ ] = another dose, or the depositor's remark. Unless noted, the call rests on the fitted dose curve; in most records, active means well fitted curve in the direction sought with a large enough effect; inconclusive means small, poorly fitted or top-dose-only effect, or another doubt; inactive means no such curve, though single readings can be large; an effect the other way counts as inactive or inconclusive. Potency means the concentration at half of the fitted maximal effect.

SMILES | SMN2 splice enh | RECQ1 inh | Tau fibril ThT | L3MBTL1 inh | ALDH1A1 block | KinaseGlo FLuc | KDM4E inh | LMNA splice mod
CC1(C)CC(=O)C(C=Nc2ccccc2)=C(O)C1 | . | i | -6% | 14% | 3% | . | 7% | 12%
CCC(=O)Nc1ccc(NC(=O)c2ccco2)cc1 | 27% | -1% | -4% | -6% | 1% | -29% | 1% | -3%
C=CCn1c(=O)c2ccccc2n2c(SCC(=O)/C(C#N)=C(\C)N)nnc12 | 1% | i | 2% | -2% | 8% | 0% | -7% | 2%
O=C(O/N=C1\CCS(=O)(=O)c2sccc21)C1CC1 | 10% | i | 6% | 6% | -6% | -1% | -2% | .
O=C(NC(Cc1ccccc1)C(=O)O)/C(=C\c1ccc(F)cc1)NC(=O)c1ccccc1 (configuration not stated) | 4% | i | 6% | -4% | 15% | 2% | 6% | 6%[0.0737 µM]
Cc1cc(NC(=O)c2ccc(NC(=O)c3cccs3)cc2)no1 | -7% | 13% | -2% | 46%[activator] | 2% | -2% | -6% | -7%
COc1ccc(C(=O)CCC(C)(C)[N+](=O)[O-])cc1OC | 8% | -1% | 1% | 25% | 8.9µM* | 2% | 3% | 5%[46 µM]
CCN1CCN(CCc2nc3cc(NC(=O)COc4ccc(Cl)cc4)ccc3n2C)CC1 | . | 2% | -8% | -3% | . | . | -12% | .
O=C(CCCl)Nc1cc(SCCO)cc([N+](=O)[O-])c1 | -19% | i | -10% | -3% | -3% | 6% | 3% | 4%
CC(=O)OCC(OC(C)=O)C(OC(C)=O)C(OC(C)=O)C(=O)Nc1ccc(C)cc1 (configuration not stated) | -15% | -2% | -1% | 1% | -12% | 3% | 7% | 6%
COc1cc(C(=O)N/N=C/C2CC=CCC2)cc(OC)c1OC (configuration not stated) | 14% | 3% | -3% | -2% | 11µM* | 2% | -2% | -22%
COc1ccc(NC(=S)NC(C)C(c2ccccc2)N2CCOCC2)cc1 (configuration not stated) | -2% | i | -6% | -6% | -8% | 2% | 11% | -8%[46 µM]
O=C(COc1ccc2ccccc2c1Br)Nn1cnnc1 | 6% | -14% | 6% | 7%[11.4 µM] | 20% | 2% | -4% | -3%
CCc1cc(Cl)c(OC)c(C(=O)NC[C@@H]2CCCN2CC)c1O | -7%[20.6 µM] | 0% | -14% | . | 3% | 2%[39.9 µM] | -12%[25.5 µM] | ?
Cc1cc(C)nc(N/N=C/C(Cl)=C/c2ccccc2)n1 | -8% | -7% | ? | . | 11% | 17% | -16% | -5%
Cc1cccc(OCCn2c(CCCO)nc3ccccc32)c1 | -11% | -3% | -6% | 1% | -1% | 0% | 5% | -6%
COc1ccc(N2CCN(S(=O)(=O)c3cc(C)ccc3OC)CC2)cc1 | -7% | i | -7% | -9%[11.4 µM] | 10% | 1% | -21% | .
CCOc1ccccc1NC(=O)COC(=O)CN(C)S(=O)(=O)c1ccc(C)cc1 | ? | 2% | 7% | 6% | 4% | 0% | 1% | 5%
COc1ccc(OCC(=O)NNC(=O)C2CCCO2)cc1 (configuration not stated) | 0% | -5% | -6% | 0% | 1% | 5% | 1% | 1%
O=C(c1ccc(Cl)cc1)C1CCCN(C(=O)c2csnn2)C1 (configuration not stated) | . | -11% | -12% | 6% | -7% | . | 3% | .
CCOc1ccc(C(=O)NCC(=O)OCc2csc(-c3ccccc3)n2)cc1 | 17% | -13% | -4% | 4% | ? | 1% | -2% | -7%
Cc1nnc(SCC(=O)NCc2ccc3c(c2)OCO3)[nH]c1=O | 14% | i | -9% | 2% | -4% | 0% | -1% | 2%
CN1CCN(C(=O)/C(=C\c2cccc([N+](=O)[O-])c2)NC(=O)c2cccs2)CC1 | ? | i | -4% | 10% | 1% | 6% | 12% | -15%[46 µM]
Cc1ccc(-c2nn(-c3ccccc3)cc2/C=N/NS(=O)(=O)c2ccccc2)cc1 | 22% | -8% | -25% | -10% | -3% | -2% | -10% | 11%
N#Cc1c(NC(=O)CSc2ncn(-c3ccccc3)n2)sc2c1CCCC2 | -16% | i | 4% | 5% | ? | 2% | 4% | ?
Cc1c(NC(=O)c2cc(-n3cnnc3)ccc2Cl)cccc1-c1nc2ccccc2o1 | 7% | -12% | -13% | 2% | 3% | -2% | 2% | 0%
O=C(NCCOc1nc(N2CCCCC2)nc(N2CCCCC2)n1)Nc1ccccc1 | . | -8% | -18% | 1% | ? | 6% | 8% | .
Cn1cnnc1Sc1ccc(C(=O)OCC(=O)NC2CC2)cc1[N+](=O)[O-] | 7% | -11% | -1% | 16% | -2% | 1% | -3% | -11%[46 µM]
CCc1ccccc1NC(=O)CN(C)C(=O)Cn1ncc(Cl)c(Cl)c1=O | . | i | -3% | 3% | 0% | 4% | -4% | ?
COC(=O)c1nc2n(n1)C(c1cccc(Cl)c1)C1=C(CCCC1=O)N2 (configuration not stated) | -6% | 0% | -6% | . | 18% | 4% | -2% | -3%
CCc1nc(Sc2nc(C)cc(C)n2)c2oc3ccccc3c2n1 | -11% | 17% | ? | 5% | 5% | 14% | -10% | ?
Cc1cc2c(cc1C)C(=O)NC(C)(C)C2 | -8% | 5% | 0% | . | -15% | -6% | -2% | 13%
Cc1nc(N2CCCC2)c2ccsc2n1 | -4% | -3% | -5% | ? | 2% | -5% | 3% | 6%
Cc1cccc(C2CC3(CC(C)(C)NC(=S)N3)Oc3cc(O)ccc32)c1 (configuration not stated) | -43%[inhibitor] | i | 4% | ? | -9% | -5% | ? | -13%[46 µM]
O=C(c1ccco1)N1CCN(C(=S)Nc2cccc([N+](=O)[O-])c2)CC1 | -21% | -3% | -4% | 3% | -2% | 0% | 18% | ?
COc1cc(NC(=O)Nc2ccccc2OC)c(OC)cc1NC(=O)CN1CCCCC1 | 0% | -12% | ? | ? | -9% | -1% | -1% | ?
COc1ccc(N2C(=O)C3C(C2=O)C(C(=O)c2ccc(Cl)cc2)N2CCCC32)cc1 (configuration not stated) | . | -9% | ? | -16% | . | . | ? | .
O=C(Nc1cccc(C(F)(F)F)c1)/C(=C/c1ccco1)NC(=O)c1cccs1 | -8% | i | -2% | 1% | 2% | 7% | 18% | -13%
C/C(=N/NC(=O)c1ccccc1)C1=C(O)CC(C)(C)CC1=O | . | i | -8% | -1% | ? | -1% | -12% | .
Cc1nn(C)c(C)c1N1C(=O)c2cccc3c(N)ccc(c23)C1=O | 7% | ? | ? | -2% | 6% | 1% | -7% | ?
CCOC(=O)CC(NC(=O)C1c2ccccc2Oc2ccccc21)c1ccc(C)cc1 (configuration not stated) | -17% | 9% | -7% | 12% | 2% | 1% | 4% | -2%
COc1ccccc1C1c2[nH]c3ccccc3c2CCN1Cc1ccc(NC(C)=O)s1 (configuration not stated) | . | -8% | -6% | -26% | . | . | -18% | .
Cc1ccc(Cn2c(SC(C)C(N)=O)nc3ccccc3c2=O)cc1 (configuration not stated) | ? | -12% | 3% | -3% | ? | 4% | ? | -16%[46 µM]
Oc1ccccc1/C=N/NC1=NCCCCC1 | 13µM* | i | -6% | 4% | -6% | 3% | ? | 1%
COCCCNC(=O)CC(NS(=O)(=O)c1ccc(Cl)cc1)c1ccco1 (configuration not stated) | . | 0% | -1% | -2% | 12% | -2% | -3% | 8%
CCNC(=S)N/N=C/c1cccc(/C=N/NC(=S)NCC)c1 | 3% | -8% | 13% | -15% | 1% | 1% | -1% | .
Clc1ccc(CON/C=N/c2ncnc3sccc23)cc1 | -36%[inhibitor] | -19% | -1% | 8% | 4% | 0% | -4% | -15%

These rows are one share of the data; the hit share may differ from the screen's.
